# TR SRC2 fluor cs: Texas Red fluorescence interference in TRb-SRC2 counter-screen. Potency, µM (top dose mostly 106 µM), inactives show at the highest dose fluorescence change, negative = quenching. AID 1479. actives 0.29% (n = 280,000). TRb/SRC2 Texas Red total fluorescence interference; active = well fitted curve in either direction with a large enough effect; inconclusive = small, poorly fitted or top-dose-only effect
#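 Human TRb ligand-binding domain at 0.6 uM with 20 nM Texas Red SRC2 peptide in Tris buffer containing 1 uM T3 and 5% DMSO, incubated with compound 5 h at ambient temperature. Total fluorescence (555/632 nm) calculated as parallel + 2 × perpendicular.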
# L3MBTL1 block: L3MBTL1 (human) inhibition | Q9Y468 | AlphaScreen L3MBTL1–H3K9me1 peptide binding | Potency, µM (series often up to 57.1 µM), for inactives: at the top dose activity, negative = inhibition, most hits filed as inhibitors | actives 0.66% (n = 230,000) | AID 485360; also: nearly all actives have a fitted effect of over 60% in size
#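 Read-out is AlphaScreen signal from streptavidin donor and nickel chelate acceptor beads (10 ug/mL final each) bridging L3MBTL1 (50 nM) and biotinylated K9-monomethylated H3(1-15) peptide (75 nM), after 30 min compound exposure at room temperature.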
# Tau ThT inhib: blocks human tau fibril formation measured by thioflavin T; P10636; recombinant tau K18 P301L (four-repeat tau fragment), heparin-induced fibrillization, ThT fluorescence; Potency, µM (top dose mostly 57.4 µM), without a hit: at the highest dose activity, negative = inhibition, actives largely listed as inhibitors; actives 2.1% (n = 270,000); also: nearly all actives have a fitted effect of over 55% in size
#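 In this qHTS, human K18 P301L tau is incubated with compound and heparin for 6 hr at 37 C, and Thioflavin T fluorescence then reports fibril load.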
# RECQ1 helicase: RECQ1 (human) helicase inhibition. P46063. actives 0.54% (n = 240,000). Potency, µM (doses to about 57.3 µM), without a hit: at the highest dose activity, negative = inhibition, actives largely listed as inhibitors. RECQ1 DNA unwinding, red fluorescence kinetic read;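 also: plate controls were vehicle for no effect and no enzyme for full effect; nearly all actives have a fitted effect of over 30% in size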
# Target sequence (P46063 whole entry, looked up): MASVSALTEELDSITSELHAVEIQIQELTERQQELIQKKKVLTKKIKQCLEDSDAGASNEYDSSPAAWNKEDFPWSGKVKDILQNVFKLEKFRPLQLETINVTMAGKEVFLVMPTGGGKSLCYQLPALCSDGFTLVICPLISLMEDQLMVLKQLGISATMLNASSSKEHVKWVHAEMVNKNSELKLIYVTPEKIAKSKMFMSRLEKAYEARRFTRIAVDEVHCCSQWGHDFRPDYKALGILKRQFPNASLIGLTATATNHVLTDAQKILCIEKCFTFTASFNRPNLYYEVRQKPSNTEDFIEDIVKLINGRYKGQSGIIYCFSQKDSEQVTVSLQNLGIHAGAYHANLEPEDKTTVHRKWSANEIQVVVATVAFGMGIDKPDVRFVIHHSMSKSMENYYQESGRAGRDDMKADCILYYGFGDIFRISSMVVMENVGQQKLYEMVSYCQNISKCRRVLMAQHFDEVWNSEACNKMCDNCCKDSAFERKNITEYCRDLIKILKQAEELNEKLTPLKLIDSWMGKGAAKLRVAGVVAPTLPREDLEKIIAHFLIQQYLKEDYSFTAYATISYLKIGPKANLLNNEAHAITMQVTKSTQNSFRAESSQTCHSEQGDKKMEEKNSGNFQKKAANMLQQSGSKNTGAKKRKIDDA
#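 50 nM RECQ1T1 preincubated 15 min with compound in Tris pH 8.0 buffer with MgCl2, DTT, Tween-20 and 2.5 ug/ml poly(dI-dC); started with 200 nM TAMRA/BHQ-2 forked duplex and 2 mM ATP. Unwinding read as fluorescence (525/598 nm), two reads 2 h apart.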
# GoLoco inh red: inhibitors of human Gai1-RGS12 GoLoco interaction (red fluorophore) | Gai1:RGS12 GoLoco peptide FP, rhodamine, 10 min | Potency, µM (titrated, usually from 61.6 µM), without a hit: at the top dose activity, negative = inhibition, usual class: inhibitors | actives 0.44% (n = 230,000) | AID 880; active = well fitted inhibition curve with a large enough effect, not every such curve was filed as active; inactive = no such curve, though single readings can be large or run the other way; also: nearly all actives have a fitted effect of over 30% in size; many of its hits are not listed in these tables
# Target sequence (P63096 whole entry, looked up): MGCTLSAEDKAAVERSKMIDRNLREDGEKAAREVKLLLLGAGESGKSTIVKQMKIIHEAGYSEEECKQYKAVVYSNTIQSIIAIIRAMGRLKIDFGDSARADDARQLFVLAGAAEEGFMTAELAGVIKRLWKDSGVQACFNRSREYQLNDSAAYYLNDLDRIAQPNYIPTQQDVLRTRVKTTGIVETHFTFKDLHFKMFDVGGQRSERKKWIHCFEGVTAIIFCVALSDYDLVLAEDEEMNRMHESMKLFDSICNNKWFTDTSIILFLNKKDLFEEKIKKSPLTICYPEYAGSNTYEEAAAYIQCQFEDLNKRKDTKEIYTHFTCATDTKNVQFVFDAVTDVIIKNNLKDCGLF
# Tau FP inhib: inhibitors of human tau fibril formation | P10636 | K18 P301L tau heparin fibrillization, Alexa594 FP, 6 h | Potency, µM (series often up to 57.7 µM), for inactives: at the top dose activity, negative = inhibition, actives largely listed as inhibitors | actives 0.39% (n = 280,000); also: nearly all actives have a fitted effect of over 55% in size
#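 Read-out: fluorescence polarization of Alexa 594-labeled tau (0.24 uM), 555 nm excitation, 632 nm emission. Mixtures held 15 uM unlabeled K18 P301L, compound and 20 uM heparin, pH 7 acetate buffer, incubated 6 hr at 37 C.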
# TRb SRC2 PPI: inhibitors of human thyroid hormone receptor beta-SRC2 interaction; P10828; TRbeta-SRC2 peptide binding, fluorescence polarization; receptor liganded with 1 µM T3; Potency, µM (highest dose often 106 µM), for inactives: at the top dose activity change, negative = inhibition, usual class: inhibitors; actives 0.065% (n = 280,000); AID 1469;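 also: plate controls were bound peptide for no effect and peptide without receptor for full effect; nearly all actives have a fitted effect of over 50% in size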
#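 Decrease in fluorescence polarization of 20 nM Texas Red SRC2 coactivator peptide flagged inhibition of its binding to 0.6 uM TRb LBD; 1 uM T3 included, incubation 5 hr, ex 555/em 632 nm.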
# KDM4E inh: blocks human JMJD2E demethylase activity; Potency, µM (top dose mostly 57.1 µM), inactives show at the top dose activity change, negative = inhibition, most hits filed as inhibitors; actives 1.6% (n = 230,000); JMJD2E catalytic domain, FDH-coupled NADH fluorescence (FDH is formaldehyde dehydrogenase); AID 2147; B2RXH2; active = well fitted inhibition curve with a large enough effect, not every such curve was filed as active; inconclusive = small, poorly fitted or top-dose-only effect, or another doubt; inactive = no such curve, though single readings can be large or run the other way;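 also: 0% = wells with enzyme and -100% = buffer wells without enzyme; nearly all actives have a fitted effect of over 50% in size; many of its hits are not listed in these tables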
# Starred values were filed as active, the others as inactive; i = inactive; u = inconclusive; x = not tested or not shown; [ ] = remark or other dose. Unless noted, calls follow the shape of the dose curve; as a rule, active = well fitted curve in the direction sought with a large enough effect; inconclusive = small, poorly fitted or top-dose-only effect, or another doubt; inactive = no such curve, though single readings can be large; an effect the other way counts as inactive or inconclusive. Unless noted, % is scaled to controls: 0 for no effect and ±100 for the full control effect; potency is read from the fitted curve at half-maximal effect.
canonical_smiles,TR SRC2 fluor cs,L3MBTL1 block,Tau ThT inhib,RECQ1 helicase,GoLoco inh red,Tau FP inhib,TRb SRC2 PPI,KDM4E inh
CCCN(CCC)Cc1cc2ccccc2c2c1COC2,0%,x,-15%,-3%,-2%,2%,8%,-9%
C=CCc1ccccc1OCC(CN1CCCCC1)OC(C)=O (stereo not given),2%,x,-15%,17%,-2%,3%,4%,2%
COc1ccc(CNC(=O)c2noc3c2CCCC3)cc1,-4%,-1%,-8%,8%,7%,u,-4%,0%
O=C(Cn1nnc2ccccc2c1=O)N[C@H](C(=O)O)c1ccccc1,-5%,x,x,-5%,4%,4%,-2%,-11%
COc1ccc2oc(C(=O)OCC(=O)NCCN3C(=O)CSC3=O)c(C)c2c1,3%,-3%,-8%,-14%,9%,9%,1%,u
Cc1onc(-c2c(F)cccc2Cl)c1C(=O)OCC(=O)Nc1c(C)n(C)n(-c2ccccc2)c1=O,-5%,31%[activator],-6%,-5%,4%,-4%,-3%,-1%
COCCn1c(CNC(=O)c2cc([N+](=O)[O-])ccc2Cl)nc2cccnc21,-8%,x,-5%,x,x,-8%,-3%,x
O=C(CSc1nnc(COc2ccccc2)n1-c1ccccc1)c1ccccc1,0%,1%,u,-5%,1%,5%,1%,-1%
O=C1NC(c2cc3c(cc2Cl)OCO3)Oc2ccccc21 (stereo not given),-1%,-9%,-11%,-3%,3%,-3%,0%,u
O=C(Nc1ccc(O)cc1)/C(=C\c1cccs1)NC(=O)c1ccccc1,-1%,-5%,-1%,-1%,1%,8%,1%,-8%
Cn1c2c(c(=O)n(C)c1=O)CN(Cc1ccc(F)cc1)CN2,1%,0%,-7%,1%,2%,-4%,0%,-2%
Cc1ccc(S(=O)(=O)NC(C)C(=O)NC2CCCCCC2)cc1 (stereo not given),1%,-6%[11.4 µM],-2%,i,5%,0%,-11%,-3%
CCCc1nc2ccccc2n1CCOc1ccccc1,0%,x,0%,-1%,4%,1%,15%,-1%
Cc1cccc(C(=O)NCCNC(=O)c2cccc(C)c2)c1,0%,-3%,5%,-10%,3%,7%,-3%,2%
COc1ccc(N2CCN(C(=O)CNC(=O)c3cn(-c4ccccc4OC)c(=O)c4ccccc34)CC2)cc1,1%,2%,u,i,9%,-1%,4%,u
Cc1cccc(NC(=O)CN2C(=O)N/C(=C\c3ccc(-c4cccc(C(=O)O)c4)o3)C2=O)c1,-4%,x,x,i,1%,u,-8%,u
CNc1ccc(/C=C/C(=O)c2cccc3ccccc23)cc1[N+](=O)[O-],-1%,u,6.3µM*,-9%,9%,8%,2%,1%
CCn1c(=O)c2c(cnn2C)c2ccccc21,-1%,-4%,-19%,-8%,11%,-4%,-6%,1%
O=C(COc1ccc(Cl)cc1Cl)NC(=S)N1CCCc2ccccc21,-5%,x,u,16%,1%,-12%,-12%,3%
Cc1ccc(NC(=O)Cc2cc(C(=O)O)c3ccccc3n2)c(C)c1,-3%,5%,u,i,9%,0%,3%,-16%
O=C(O)C1CCN(c2nc(-c3ccccc3)nc3c2oc2ccccc23)CC1,-4%,0%,-11%,-3%,x,5%,9%,u
CC1=N/C(=C\c2ccc([N+](=O)[O-])cc2)C(=O)N1c1ccc(Br)c(C)c1,0%,-10%,u,-5%,5%,6%,4%,-1%
CC1Cc2cc(S(=O)(=O)N(C)c3ccc(Br)cc3)ccc2N1C(=O)C1CC1 (stereo not given),1%,x,-5%,x,x,2%,4%,x
COc1ccc(NC(=O)/C=C/C(=O)O)cc1Cl,-5%,5%,-15%,13%,1%,2%,-5%,-4%
Cc1cccc(NC(=O)CSc2nc(-c3ccccc3)cn2-c2ccccc2)c1C,-5%,x,-3%,x,x,-10%,1%,x
Cc1c(/C=N/NC(=O)C(C)(C)Oc2ccc(Cl)cc2)cnn1C,0%,x,1%,-10%,-1%,4%,-8%,7%
CC(c1ccccn1)N(Cc1ccco1)C(=S)Nc1cccc(F)c1 (stereo not given),0%,x,-6%,-1%,-12%,-2%,4%,-6%
Cc1ccnc(NS(=O)(=O)c2ccc(NC(=O)C34CC5CC(CC(C5)C3)C4)cc2)n1,-1%,x,-15%,-12%,-5%,2%,1%,-2%
CCOC(=O)c1c(NC(=O)CSc2nc3ccccc3o2)sc(C(C)=O)c1C,-1%,-1%,-17%,4%,74%[activator],4%,1%,-11%
COC(=O)C1CC(O)CN1C(=O)Nc1cccc(C(F)(F)F)c1 (stereo not given),-10%,10%,1%,i,4%,-2%,-2%,2%
COc1ccccc1NC(=O)CSc1nnnn1C,0%,2%,-4%,i,5%,4%,-2%,3%
C=CCn1c(=O)n(CCOC)c(=O)c2sc3ccccc3c21,-1%,12%,u,7%,10%,-2%,-1%,u

# Looked up above:
# In GoLoco inh red, COC(=O)C1CC(O)CN1C(=O)Nc1cccc(C(F)(F)F)c1 (stereo not given) has the entry 4%
# In KDM4E inh, Cc1ccnc(NS(=O)(=O)c2ccc(NC(=O)C34CC5CC(CC(C5)C3)C4)cc2)n1 has the entry -2%

# (next part)
smiles,TR SRC2 fluor cs,L3MBTL1 block,Tau ThT inhib,RECQ1 helicase,GoLoco inh red,Tau FP inhib,TRb SRC2 PPI,KDM4E inh
O=C(CSc1nc2c([nH]c3ccccc32)c(=O)n1-c1ccccc1)N1CCCCC1,-3%,x,-3%,x,x,7%,-2%,x
O=C(Nc1cccc(-c2nnc(-c3ccccc3)o2)c1)C1CCCO1 (stereo not given),-7%,2%[11.4 µM],u,-7%,3%,7%,-2%,-10%
N#CC1=C(SCC(=O)c2ccc(Br)cc2)NC2=C(C(=O)CCC2)C1c1ccco1 (stereo not given),-2%,-10%,14µM*,-5%,37%[activator],-15%,3%,-3%
CCS(=O)(=O)N1CCC2(CC1)OC(=O)C(C)=C2C(=O)NCc1ccccc1C,0%,x,3%,x,x,0%,2%,x
COc1cc2c(cc1OC)CN(C(=O)c1ccc(S(=O)(=O)N3CCCCC3)cc1)CC2,1%,-2%,3%,-18%,-3%,-4%,-13%,7%
COc1ccc(-c2nc(Cn3c(SCc4cccc(Cl)c4)nc4ccncc43)c(C)o2)cc1,0%,x,-7%,x,x,5%,4%,x
O=C(Cc1ccc2cccnc2c1)c1ccc(O)cc1O,-1%,-7%,-8%,u,-6%,-4%,-3%,-5%
COc1ccc(CN(C)C(C)C(=O)Nc2ccc(S(=O)(=O)N3CCOCC3)cc2)c(OC)c1 (stereo not given),0%,0%,6%,i,1%,0%,1%,-3%
Cc1[nH]c2ccccc2c1C1(O)C(=O)N(Cc2ccccc2Cl)c2ccccc21 (stereo not given),4%,x,u,x,x,11%,3%,x
CCCCn1cnc2c(cnn2-c2ccc(Cl)cc2)c1=O,7%,-1%,7%,0%,2%,-11%,-27%,0%
CN1CCC(=NNC(=O)c2cc(-c3ccc(Cl)cc3)n[nH]2)CC1,-3%,9%,u,i,5%,u,-5%,-13%
Cc1ccc(NC(=O)COc2ccccc2C(=O)Nc2ccccc2)cc1Cl,0%,0%,-1%,-7%,4%,4.5µM*,13%,8%

# Single records, as listed above. Order of screens: TR SRC2 fluor cs	L3MBTL1 block	Tau ThT inhib	RECQ1 helicase	GoLoco inh red	Tau FP inhib	TRb SRC2 PPI	KDM4E inh
# `O=C(Nc1ccc(O)cc1)/C(=C\c1cccs1)NC(=O)c1ccccc1` is listed with -1%	-5%	-1%	-1%	1%	8%	1%	-8%
# `CCn1c(=O)c2c(cnn2C)c2ccccc21` is listed with -1%	-4%	-19%	-8%	11%	-4%	-6%	1%
# `CCCCn1cnc2c(cnn2-c2ccc(Cl)cc2)c1=O` is listed with 7%	-1%	7%	0%	2%	-11%	-27%	0%
# `COc1ccc(N2CCN(C(=O)CNC(=O)c3cn(-c4ccccc4OC)c(=O)c4ccccc34)CC2)cc1` is listed with 1%	2%	u	i	9%	-1%	4%	u
# `COc1ccc(-c2nc(Cn3c(SCc4cccc(Cl)c4)nc4ccncc43)c(C)o2)cc1` is listed with 0%	x	-7%	x	x	5%	4%	x

# Later entries
smiles,TR SRC2 fluor cs,L3MBTL1 block,Tau ThT inhib,RECQ1 helicase,GoLoco inh red,Tau FP inhib,TRb SRC2 PPI,KDM4E inh
CC1CCCCN1S(=O)(=O)c1ccc(S(=O)(=O)NCCc2ccncc2)cc1 (stereo not given),-3%,2%,2%,0%,10%,-5%,8%,2%
O=C(CN(c1ccc(F)cc1)S(=O)(=O)c1ccc2c(c1)OCCO2)NCc1ccccn1,-2%,x,-11%,-4%,-11%,-2%,-10%,6%
Cc1cc2ccccc2nc1SCC(=O)NC1CCCCC1,-3%,0%,-1%,-3%,20%,-5%[2.34 µM],-3%,-8%
CCCCNc1nc(C)nc2c1nc(-c1ccccc1)n2CCN1CCCC1,0%,x,2%,-9%,1%,-3%,1%,u
CCc1ccccc1N(CC)C(=O)c1cn(C)c(=O)c2cc(OC)c(OC)cc12,2%,-7%,-9%,-8%,-3%,12%,-2%,-13%
CC(C)N1CCN(Cc2ccc(C#CCCO)cc2)CC1CCO (stereo not given),-2%,5%,-5%,2%,-7%,10%,-3%,3%
CCOc1ccc(NC(=O)c2cnn3c2NC(c2ccccc2)=CC3c2cccc(OC)c2OC)cc1 (stereo not given),5%,x,u,x,x,-2%,-3%,x
CCCCOCCCNS(=O)(=O)c1ccccc1,-1%,-1%,-2%,4%,6%,2%,-8%,0%
CCS(=O)(=O)n1nc(-c2ccc(Cl)cc2)nc1SC,-1%,3%,-2%,4%,2%,-3%,-3%,u

# Source: PubChem BioAssay (National Center for Advancing Translational Sciences (NCATS))

# An excerpt; rates above refer to the full screens.
